# TTR transcr act – increases transthyretin transcription | 92,000 compounds, 1.3% hits | activation, % at 16.7 µM | SH-SY5Y TTR promoter Gaussia luciferase, luminescence; 100% = recombinant luciferase protein wells;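 active = activation above the mean of all tested compounds plus 3 SD, cut at about 9.5% in these data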;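 also: cells exposed to compounds for one day before reading; 0% = median of all test compound wells on the plate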
# Active calls of the source: *; & = joins results of further samples.
SMILES	TTR transcr act
CCn1c(SCC(=O)Nc2nc(C)c(C)s2)nnc1-c1ccco1	0.0
CCCOP(=O)(OCCC)c1nc(-c2ccccc2)oc1NCc1ccccc1	0.3
O=C(Nc1ccc(N2CCCCC2)cc1)c1ccc(F)cc1F	-0.3
CCOc1ccc2ccccc2c1/C=N/NC(=O)CNC(=O)C(c1ccccc1)c1ccccc1	-1.5
C(#CC1CCCC1)c1ccc2c(c1)COc1c3ccccc3nn1-2	5.7
CCc1ccc(NC(=S)N2CCCC(C(F)(F)F)C2)cc1 (stereo not drawn)	0.3
COc1ccc(C(=O)OCC(=O)NCCN2C(=O)CSC2=O)cc1[N+](=O)[O-]	-0.3
Cc1[nH]c2ccccc2c1C(=O)CSc1nc2ccccc2[nH]1	-2.4
CC1(C)Cc2c(sc3c2c(N)nc(=S)n3Cc2ccc(Br)cc2)CO1	-0.5
O=C(Nc1ccc(F)c(Cl)c1)c1cccnc1	1.1
CCCn1c(S(=O)(=O)O)nc2ccccc21	-1.4
COCCn1nnnc1C(CC(C)C)N1CCN(c2ccccc2)CC1 (stereo not drawn)	0.8
Nc1nnc(-c2cccc([N+](=O)[O-])c2)o1	-1.8
Cc1cc(CSc2ccccc2)ccc1NC(=O)c1ccc(Cl)c([N+](=O)[O-])c1	-1.1
CCC/C=N/NC(=O)CNC(=O)c1ccccc1Cl	-3.1
COc1ccc(C)cc1NC(=O)c1cnc2scc(C)n2c1=O	5.4
O=C(COC(=O)c1ccccc1Br)NCc1cccs1	-0.8
CC(=O)NC(=C(Cl)Cl)S(=O)(=O)c1ccccc1	-1.9
O=C(Nc1cc(N2CCCCC2)ncn1)c1ccccc1	-1.8
Cc1cc(N/C=C/C(=O)c2cccs2)ccc1F	-2.5
O=C(Nc1nc2c(Br)cccc2s1)c1ccc2c(c1)OCCO2	-3.2
CCOc1ccc(C(=O)NCc2ccccc2OC)cc1	15*
Cc1cc(C)n(C(=O)CCCCCC(=O)n2nc(C)cc2C)n1	-1.3
CS(=O)(=O)c1ccc(C(=O)Nc2cc(S(C)(=O)=O)ccc2Cl)cc1	1.8
O=c1[nH]c(NCCO)c(N=Cc2ccccc2)c(=O)[nH]1	-1.1
Oc1ccc(-c2nn[nH]n2)c2cccnc12	0.2
Cc1ccc([N+](=O)[O-])cc1S(=O)(=O)Nc1ccc(C(=O)N2CCN(C(=O)c3ccco3)CC2)cc1	-0.1
CC1CN(C2CCCCC2)C(=S)NC1=O (stereo not drawn)	1.7
COc1ccc(S(=O)(=O)N2CCN(CC(=O)Nc3cccc(F)c3)CC2)cc1	-0.9
Cc1ccc(NC(=O)C2CCN(C(=O)[C@@H]3Cc4ccccc4CN3)CC2)c(C)c1	-1.1
CCO[C@H]1OC(C(=O)NC2CC2)=C[C@@H](c2c[nH]c3ccccc23)[C@@H]1CCCO	7.0
CC(=O)Nc1ccc(NC(=S)NC(=O)c2ccc([N+](=O)[O-])cc2)cc1	-2.9
COC(=O)c1ccsc1NC(=O)CN1CCN(Cc2ccc3c(c2)OCO3)CC1	3.5
O=C(NCCCCCCNC(=O)OCCO)OCCO	0.1
Cc1ccc(SCC(=O)NC(C)c2ccccc2)cc1 (stereo not drawn)	2.5
CC(C)(C)OC(=O)N(CCc1ccccc1)Cc1ccccc1OCc1cccc(NC(=O)C2CC2)c1	-1.2
Cc1ccc(C2(c3noc(CN4CCOCC4)n3)CCCC2)cc1	0.9
COc1ccc(NC(=O)NC(C)c2ccncc2)cc1OC (stereo not drawn)	-2.0
COc1ccc(-c2cnc3c(c2)C(=O)N([C@H](C)CO)C[C@@H](C)[C@@H](CN(C)C(=O)NC2CCCC2)O3)cc1	6.3
Cc1cc(NCCCn2ccnc2)n2nc(C)c(-c3ccccc3)c2n1	0.1
NC(=O)C1CCN(C2CC(=O)N(c3ccc(F)c(Cl)c3)C2=O)CC1 (stereo not drawn)	1.7
CC(=O)c1cc2c(cc1NC(=O)c1cnc(C)cn1)OCO2	-0.4
CCc1cc(=O)oc2cc(C)cc(O)c12	-0.3
O=S1(=O)CCN(CCc2ccccc2)CC1	2.0
C/C(N)=C(/C#N)C(=O)CSc1nnc(COc2ccccc2Cl)o1	-1.6&1.4
CN(C(=O)c1ccc(NC(=O)Cc2ccc(NC(=O)C3CCCN(C(=O)C4CCCCC4)C3)cc2)cc1)C1CCCC1 (stereo not drawn)	-0.3
Cn1nc(C(F)(F)F)c(-c2ccc(Br)cc2)c1NC(=O)CSCC(=O)O	-1.2
CC1(Cc2ccc(S(C)(=O)=O)cc2)C(=O)Nc2ccc(Cl)cc21 (stereo not drawn)	-1.7
CCOc1ccccc1NC(=O)c1ccc(S(=O)(=O)N2CCCCC2)cc1	-0.4
Cc1ccccc1Nc1nc(N)nc(CSCC(=O)Nc2cccc(Br)c2)n1	2.0
Cc1c(C2(O)CCCCC2)[nH]c2ccc(C(F)(F)F)cc12	-3.9
Cc1cc(NS(=O)(=O)c2ccc(NC(=O)C(CC(C)C)N3C(=O)c4ccccc4C3=O)cc2)nc(C)n1 (stereo not drawn)	-0.7
CCC(C)(C)NC(=O)Nc1cc(Cl)ccc1OC	1.0
CCN(CC)CC(=O)Nc1ccc(C)cc1Br	8.6
Cc1csc(NC(=O)C2CCCN(S(=O)(=O)c3ccc(Br)s3)C2)n1 (stereo not drawn)	-1.5
COCCCNC(=O)C(=O)NC1CCCCCC1	2.2
O=C(CCN1C(=O)c2ccccc2C1=O)Nc1ccc(S(=O)(=O)NC2=NCCCCC2)cc1	-0.6
Cc1ccc(C2C(C#N)=C(N)N(c3cccnc3)C3=C2C(=O)CCC3)s1 (stereo not drawn)	0.8
O=C(NCc1ccco1)C(c1ccccc1)N(C(=O)Cc1cccs1)c1ccccc1 (stereo not drawn)	-1.5
O=C(O)CC(CC(=O)N1CCOCC1)c1ccccc1 (stereo not drawn)	1.6

# (cont.)
SMILES	TTR transcr act
O=C(COC(=O)CSc1ccc(Cl)cc1)Nc1ccc2[nH]c(=O)[nH]c2c1	1.9
Nc1cc(=O)n(Cc2ccccc2)c(=O)n1-c1ccc(Cl)cc1	0.9
O=C(COC(=O)c1cc([N+](=O)[O-])ccc1N1CCOCC1)NCc1ccccc1	3.2
N/C(=N\OC(=O)c1ccc2c(c1)OCO2)c1cccc([N+](=O)[O-])c1	0.9
O=C(O)c1ccc(CSc2nnc(COc3ccc(Cl)cc3Cl)o2)cc1	-0.8
CCc1ccc(S(=O)(=O)Nc2ccc(O)c3c(=O)cc(-c4ccccc4Cl)oc23)cc1	0.5
COc1cccc(-n2nnc3c(=O)n(CC(=O)Nc4cc(C)on4)cnc32)c1	0.8
O=C(Nc1ccc2c(c1)OCCO2)C(C1CC1)N1CCN(c2ccc(F)cc2)CC1 (stereo not drawn)	-0.6
COCCN(CCOC)C(=O)c1cc2sc3ccccc3c2s1	-0.2
O=C(NCCCN1CCCCCC1)c1ccc2c(c1)NC(=O)C(N1CCOCC1)S2 (stereo not drawn)	-1.4
C=CCOc1ccccc1CN1CCC(Oc2ccc(C(=O)N3CCCC3)cc2)CC1	0.1
CN(C(=O)c1cccc(S(=O)(=O)N2CCOCC2)c1)c1c(N)n(Cc2ccccc2)c(=O)[nH]c1=O	-1.6

# Looked up by compound from above (6):
SMILES	TTR transcr act
Cc1cc(NS(=O)(=O)c2ccc(NC(=O)C(CC(C)C)N3C(=O)c4ccccc4C3=O)cc2)nc(C)n1 (stereo not drawn)	-0.7
CCCn1c(S(=O)(=O)O)nc2ccccc21	-1.4
O=C(NCCCCCCNC(=O)OCCO)OCCO	0.1
COc1ccc(C)cc1NC(=O)c1cnc2scc(C)n2c1=O	5.4
O=c1[nH]c(NCCO)c(N=Cc2ccccc2)c(=O)[nH]1	-1.1
CCOc1ccc2ccccc2c1/C=N/NC(=O)CNC(=O)C(c1ccccc1)c1ccccc1	-1.5

# (more compounds)
SMILES	TTR transcr act
CC1=C(C#N)C(=O)NC(C)(C)C1	6.8
CCCOc1ccc(OCCn2nc(C(=O)O)c3ccccc3c2=O)cc1	1.4
CCn1c(-c2cc(C3CC3)nc3ccccc23)n[nH]c1=S	0.2
COC(=O)CCCC(=O)N1CCOCCN(C(=O)CCCC(=O)OC)CCOCC1	-1.1
CC(C)CN(CC(C)C)C(=S)Nc1ccc(Cl)cc1	0.5
COc1ccccc1NC(=O)CC1C(=O)NCCN1C(=O)Nc1ccccc1 (stereo not drawn)	0.5
COc1cc(OC)c(OC)cc1/C=C1/C(=O)N=C(N)N1C	-0.5
Oc1ccc(Cl)cc1C(C#Cc1ccccc1)N1CCOCC1 (stereo not drawn)	-2.2
CCc1cc(=O)oc2cc(C)cc(OCC(C)=O)c12	-0.8
COc1ccc(OCC(=O)Nc2ccc3oc(=O)ccc3c2)cc1	5.7
COc1ccc(Cc2nnc(-c3ccc(F)cc3)o2)cc1OC	-1.6
O=C1C2C3C=CC(C4CC34)C2C(=O)N1/N=C/c1ccc(-c2ccccc2[N+](=O)[O-])o1 (stereo not drawn)	-6.3
COc1cccc(-c2nnc(SCC(=O)Nc3cc(C)on3)n2C)c1	0.3
CCCC[n+]1ccn(-c2nc3ccccc3nc2[N-]S(=O)(=O)c2ccc(Br)cc2)c1	-1.0
CCN(Cc1cc2ccccc2[nH]c1=O)C(=O)c1cccc([N+](=O)[O-])c1	-0.4
CCN(CC(=O)Nc1c(F)cccc1F)C(=O)Cc1csc(-c2ccccc2)n1	-0.3
O=C(/C=C/c1cn(-c2ccccc2)nc1-c1cccnc1)NCCN1CCOCC1	-1.3
Fc1cccc(Cn2cc(C(=S)N3CCCCC3)c3ccccc32)c1	0.2
CC(C)C(=O)NS(=O)(=O)c1ccc(N)cc1	0.7
O=C(Nc1ccc(F)cc1)c1cc(-c2ccccn2)nc2c(Cl)cccc12	-1.5
COC(=O)c1ccc(CSc2nc3ccccc3s2)o1	-1.2
O=C(Nc1nnc(-c2ccccc2)s1)c1cccc(S(=O)(=O)N2CCOCC2)c1	-5.6
CCOc1cc(N2CCOCC2)c(OCC)cc1NC(=O)c1ccc(OC(C)C)cc1	-0.6
C/C(N)=C(/C#N)C(=O)COC(=O)C(c1ccccc1)c1ccccc1	-0.1
O=S1(=O)CCO[C@H]2Cc3ccccc3[C@H]2N1Cc1cccc(C(F)(F)F)c1	1.9
CCN1CCN(Cc2ccc(NC(=O)c3ccc(C)c(NC(=O)c4csc(-c5ccncc5)n4)c3)cc2C(F)(F)F)CC1	0.2
CC(C)OCCCNC(=S)Nc1ccc(S(N)(=O)=O)cc1	1.4
CCSc1nsc(NC(=O)Nc2ccccc2Cl)n1	4.5
COc1ccc(C(N)c2csc(Nc3ccc(C(=O)NCCCO)cn3)n2)cc1 (stereo not drawn)	0.2
NC(=O)c1cccc(CC(=O)c2ccccc2)c1	-1.0
CCN(CC)S(=O)(=O)c1cccc(NC(=O)CCNC(=O)c2ccccc2Cl)c1	-1.2
O=C(N/N=C/C(Br)=C\c1ccccc1)c1ccco1	-0.2
O=C(Nc1nn[nH]n1)c1ccc(S(=O)(=O)N2CCCCC2)cc1	-0.1
O=C(Cc1ccccc1)NC1CCS(=O)(=O)C1 (stereo not drawn)	0.5
Cc1ccc(-n2c(SCC(=O)N(C)C3CCS(=O)(=O)C3)nc3ccccc3c2=O)c(C)c1 (stereo not drawn)	-0.1
Cn1c(=O)c2c(nc(NCc3ccc4c(c3)OCO4)n2Cc2ccc(F)cc2)n(C)c1=O	-3.4
CCOCCCNC(=O)N1CCOCC1	0.7
NC(=O)c1ccsc1NC(=O)CSc1ncnc2sccc12	3.8
COC(=O)C[C@H]1CC[C@@H](NC(=O)Nc2ccc(C(F)(F)F)cc2)[C@@H](CO)O1	0.1
Cc1cccc(C(=O)C(O)(c2ccccc2)C2CCCCC2=O)c1 (stereo not drawn)	-0.1
CC1CN(C(=O)c2ccc(COc3ccc(C(C)C)cc3)o2)CC(C)O1 (stereo not drawn)	-2.1
Brc1cc2c(cc1/C=N/Nc1nc(N3CCCC3)nc(N3CCOCC3)n1)OCO2	3.2
Cc1cccc(Nc2c([N+](=O)[O-])c(=O)oc3ccccc23)c1	-1.9
O=C(CNS(=O)(=O)c1cccc2nsnc12)NCc1ccc(Cl)cc1	6.3
Cc1ccc(CNS(=O)(=O)c2ccccc2[N+](=O)[O-])cc1	-1.1
C=CCn1c(NC(C)c2cc(Cl)ccc2O)nc2ccccc21 (stereo not drawn)	2.0
O=C(NC(=S)NCC1CCCO1)c1ccccc1 (stereo not drawn)	5.7
Cc1cc(C(=O)Nc2sc(C)c(C)c2C#N)no1	3.1

# Overlap with the part before: 3 entries, followed by the next part.
SMILES	TTR transcr act
C=CCn1c(NC(C)c2cc(Cl)ccc2O)nc2ccccc21 (stereo not drawn)	2.0
O=C(NC(=S)NCC1CCCO1)c1ccccc1 (stereo not drawn)	5.7
Cc1cc(C(=O)Nc2sc(C)c(C)c2C#N)no1	3.1
O=C(CC1C(=O)NCCN1Cc1ccc(-c2ccccc2)cc1)NCC1CC1 (stereo not drawn)	0.3
COC(=O)[C@]12C[C@H](CC(=O)N3CCCC3)C(=O)N(Cc3ccccc3)C1=C[C@H](COCc1ccccc1)O[C@@H]2C	-0.2
CCOc1ccc(CCNC(=O)COC(=O)c2c(OC)cccc2OC)cc1OCC	0.5
COc1cccc(C(=O)N2CCC[C@H]2C(=O)N2CCC[C@H]2C(=O)N[C@@H](C)c2ccccc2)c1	-0.1
CC(C)CCn1c(Sc2nc3ccccc3o2)nc2c1c(=O)[nH]c(=O)n2C	0.7
COc1ccc(-n2c(SCc3cccnc3)nc3c(c2=O)SCC3)cc1OC	-0.8
CCN(CC)C(=O)COc1ccc(-c2nnc(N3CCCCC3)c3ccccc23)cc1	-2.4
COc1ccc(C(=O)N2CCC(C(=O)O)CC2)cc1	4.0

# This is a subset, so the mix of outcomes need not match the whole.
